Assay outcomes as filed in PubChem.
EBI2 antag: EBI2 receptor antagonists, beta-arrestin recruitment, primary screen, cell-based, luminescence, 7a,25-OHC stimulation, uHTS; 7a,25-OHC stimulated; 0.81% of 360,000 active; AID 651636, 2012; inhibition, % at 5 µM; in the data active = inhibition above about 38%;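 also: enzyme fragment complementation signal reports receptor beta-arrestin coupling in cells; 0% = agonist plus DMSO wells and 100% = wells without agonist; some results beyond the cut were filed as inactive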
CHOP UPR activ: activators of apoptotic CHOP UPR arm, primary screen, cell-based, CHO-CHOP luciferase reporter, luminescence, uHTS | 0.34% of 330,000 active | activation, % at 10 µM | UPR activation; percent of tunicamycin response over DMSO baseline;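 active = at 10 µM dose, activation of 40% or more, normalized to positive control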;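 also: 100% = tunicamycin at 10 µg/mL and 0% = DMSO alone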
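Test system: CHO-CHOP cells, stable luciferase reporter of PERK-eIF2a-CHOP signalling | Quantity: 500 CHO-CHOP cells per well | Buffer or medium: F12 plus 10% serum | Compound dosing: 10 µM single point, 0.5% DMSO | Schedule: 6 h compound treatment, 37 °C | Signal: Luciferase luminescence | Control set: Tunicamycin high control, DMSO low control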
tim23-1 inh: growth inhibitors of tim23-1 mutant yeast, primary screen, luminescence, uHTS. inhibition, % at 20 µM. S. cerevisiae tim23-1 growth, BacTiter-Glo luminescence, 24 h. 1.3% of 330,000 active. AID 463212, 2010;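 active = growth inhibition of the mutant yeast at or above 50%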;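 also: temperature-sensitive mutant grown at 25 °C; plate controls were DMSO-treated mutant yeast for no effect and medium wells lacking yeast for full effect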
CXCR6 inh: CXCR6 receptor inhibitors, primary screen, cell-based, beta-arrestin, luminescence, CHO-K1 PathHunter, 1536-well. 0.36% of 360,000 active. C-X-C chemokine receptor type 6 (Homo sapiens), O00574. inhibition, % at 20 µM; in the data active = inhibition above about 34%, passing the limit was not always enough;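 also: antagonist mode with CXCL16 agonist at 10 nM final; 0% = 10 nM CXCL16 with DMSO and 100% = unstimulated wells without agonist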
APJ antag: antagonists of human apelin receptor APJ, primary screen, CHO-K1 cells, beta-arrestin complementation, luminescence. inhibition, % at 20 µM. P35414. 0.32% of 330,000 active;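 active = inhibition above about 40% at 20 µM, limit read from the data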;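 also: cells challenged with 10 nM apelin-13 agonist together with compound; plate controls were apelin-13 plus DMSO wells for no effect and DMSO wells lacking apelin-13 for full effect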
XBP1 UPR activ: activators of adaptive XBP1 UPR arm, primary screen, cell-based, CHO-XBP1 luciferase reporter, luminescence, uHTS | IRE1-XBP1 UPR activation; percent of tunicamycin response, DMSO as zero | activation, % at 20 µM | 0.33% of 330,000 active | AID 463104, 2010;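 active = versus positive control, 20 µM dose yields 30% or more activation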;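 also: 100% = tunicamycin at 10 µg/mL and 0% = DMSO only wells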
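Material: IRE1-XBP1 luciferase reporter CHO line / Quantity: one thousand reporter cells per well / Buffer or medium: F12 with 10% serum / Compound: 20 µM single concentration, DMSO 1% / Times: 6 h treatment, 37 °C / Detection: Steady-Glo luciferase glow luminescence, 10 min after reagent addition / Benchmarks: tunicamycin high, DMSO low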
CCR6 antagonist: CCR6 receptor antagonists, primary screen, cell-based, CHO-K1, luminescence, beta-arrestin, uHTS; inhibition, % at 20 µM; 0.49% of 340,000 active; AID 493098, 2011; CHO-K1 CCR6 PathHunter beta-arrestin, CCL20-stimulated; C-C chemokine receptor type 6 (Homo sapiens), P51684;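 active = compounds whose inhibition of the agonist-driven luminescence signal at 20 µM reaches about 50%, limit read from the data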;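 also: cells stimulated with CCL20 at 14 nM final; plate controls were DMSO with CCL20 for no effect and DMSO without agonist for full effect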
Mdm2 MdmX PPI: inhibitors of human Mdm2-MdmX association, primary screen, cell-based, luminescence, split luciferase, SaOS-2, uHTS | SaOS-2 split-luciferase Mdm2/MdmX complementation | 3% of 330,000 active | Protein Mdm4 (Homo sapiens) + E3 ubiquitin-protein ligase Mdm2 (Homo sapiens), … | inhibition, % at 8 µM;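 active = inhibition of at least 50% at 8 µM in the primary screen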
Target sequence (O15151 whole entry, looked up): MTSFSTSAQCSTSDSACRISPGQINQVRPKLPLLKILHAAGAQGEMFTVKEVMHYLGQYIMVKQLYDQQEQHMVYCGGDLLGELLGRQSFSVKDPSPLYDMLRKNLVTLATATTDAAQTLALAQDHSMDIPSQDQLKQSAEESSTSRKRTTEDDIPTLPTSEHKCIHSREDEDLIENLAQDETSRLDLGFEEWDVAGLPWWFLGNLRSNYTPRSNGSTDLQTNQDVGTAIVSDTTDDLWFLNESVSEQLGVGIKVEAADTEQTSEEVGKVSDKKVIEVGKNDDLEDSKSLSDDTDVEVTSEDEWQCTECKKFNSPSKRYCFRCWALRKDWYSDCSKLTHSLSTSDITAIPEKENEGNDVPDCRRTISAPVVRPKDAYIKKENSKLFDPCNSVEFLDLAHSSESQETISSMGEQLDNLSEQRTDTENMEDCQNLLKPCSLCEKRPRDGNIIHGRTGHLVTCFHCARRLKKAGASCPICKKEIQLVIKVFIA
Target sequence (Q00987 whole entry, looked up): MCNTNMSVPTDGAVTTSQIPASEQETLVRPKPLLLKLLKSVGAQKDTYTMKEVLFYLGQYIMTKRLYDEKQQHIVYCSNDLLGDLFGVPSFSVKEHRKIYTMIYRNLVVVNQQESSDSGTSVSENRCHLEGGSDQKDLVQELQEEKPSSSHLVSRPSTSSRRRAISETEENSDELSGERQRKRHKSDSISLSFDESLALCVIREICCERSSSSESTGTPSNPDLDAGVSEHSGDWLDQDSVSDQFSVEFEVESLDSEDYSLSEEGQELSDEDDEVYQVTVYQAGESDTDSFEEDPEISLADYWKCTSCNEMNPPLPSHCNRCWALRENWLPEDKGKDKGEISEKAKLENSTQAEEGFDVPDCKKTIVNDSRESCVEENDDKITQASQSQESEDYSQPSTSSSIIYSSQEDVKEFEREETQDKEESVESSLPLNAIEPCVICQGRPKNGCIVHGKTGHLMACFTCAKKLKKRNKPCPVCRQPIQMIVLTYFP
APJ ag: agonists of human apelin receptor APJ, primary screen, CHO-K1 cells, PathHunter beta-arrestin, luminescence; P35414; 0% DMSO wells, 100% apelin; activation, % at 20 µM; 0.11% of 330,000 active; AID 2520, 2010;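 active = activation more than six SD over the plate average, tested at 20 µM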;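 also: 0% = DMSO alone and 100% = apelin-13 at 10 nM; some results filed as inactive read as strong as hits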
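Incubation: overnight seeding, 90 min compound at 25 °C, 1 h detection; test system: PathHunter CHO-K1 APJ (AGTRL-1) beta-arrestin reporter cells; amount: 1000 cells/well; doses: one dose, 20 µM compound, 1% DMSO; measured by: beta-gal luminescence; measure: agonist-driven arrestin binding to APJ; benchmarks: negative DMSO alone, positive Apelin-13 at 10 nM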
The depositor's hits bear a star.

SMILES	EBI2 antag	CHOP UPR activ	tim23-1 inh	CXCR6 inh	APJ antag	XBP1 UPR activ	CCR6 antagonist	Mdm2 MdmX PPI	APJ ag
CCOc1cc2c(cc1/C=C/C(=O)O)OC(C)C2 (configuration not stated)	-6	-0.9	20	1	3	0	1	14	-2
Cc1nn(Cc2ccccc2)c(Cl)c1C(=O)OCC(=O)NC(=O)NC12CC3CC(CC(C3)C1)C2	35	-0.4	12	1	13	1	-3	-7	-2
Cc1sc2nc(COC(=O)c3c(F)cccc3F)[nH]c(=O)c2c1C	-4	4.0	-5	11	3	-1	10	14	-4
O=C(NCc1ccccc1Cl)C1CCC(=O)N(C2CCCC2)C1 (configuration not stated)	-3	0.5	2	3	-17	-1	-7	-11	-4
O=C(CN1CCN(Cc2ccccc2)CC1)Nc1cccc(Cl)c1	0	-0.4	8	3	-22	-1	15	7	-5
CCCNc1c(NS(=O)(=O)c2ccc(C)c(C)c2)c(=O)oc2ccccc12	-15	-0.6	10	-2	2	-1	6	-1	-4
COc1ccc(-c2nc(CSCC(=O)NCc3ccco3)c(C)o2)cc1	-2	-4.7	30	-3	16	-3	-14	15	-2
COC(=O)CN(c1cccc(F)c1)S(C)(=O)=O	1	-0.1	-11	-5	-17	2	-12	-3	-5
CCOC(=O)c1ccccc1NC(=O)CSc1nc2ccccc2c(=O)n1CCCN1CCOCC1	11	0.5	42	13	13	6	24	17	-6
Clc1ccc(OCc2nc(-c3ccccn3)no2)c(Br)c1	-50	-3.0	44	2	1	-5	0	-33	-4
CC(NC(=O)C1CCN(S(=O)(=O)c2ccc3c(c2)NC(=O)CO3)CC1)c1ccccc1 (configuration not stated)	-2	1.9	2	-8	7	-2	13	17	-6
O=c1[nH]n2c(=O)c3c([nH]c2c1N=Nc1cccc(C(F)(F)F)c1)CCCC3	10	-2.0	19	20	38	1	32	-22	-4
CCOC(=O)C1=C(CS(=O)(=O)c2ccccc2)NC(=O)NC1c1ccccc1OCC (configuration not stated)	10	0.3	0	-4	15	-1	-2	13	-1
Cc1ccc(NC(=O)N2CCC(O)(c3cccnc3)CC2)cc1	8	-2.4	8	-4	-3	1	4	10	-1
Cc1cc2nc(-c3ccc[nH]c3=O)n(Cc3ccc(F)cc3)c2cc1C	-4	1.4	23	-4	-10	-1	9	-22	0
Cc1cc(S(=O)(=O)N2CC(=O)N(CCc3ccccc3)C(=O)C2)ccc1F	-8	-3.6	3	4	12	-1	6	-11	-2
CCNc1nc(NCC)n2c(SCC(=O)O)nnc2n1	7	-4.5	17	-6	-48	0	2	21	5
O=c1cc(CN2CC(O)Cc3ccc4ccccc4c32)nc2sccn12 (configuration not stated)	10	0.1	15	-3	-22	-1	3	30	-2
Cc1ccc(S(=O)(=O)N(C)C)cc1NC(=O)COC(=O)CCC1CCCCC1	-5	-0.2	26	-4	21	-3	0	12	-4
COc1ccc(C(=O)N/C(=C\c2ccc3c(c2)OCO3)C(=O)Nc2ccc(C(=O)O)cc2)cc1	2	0.7	6	0	8	1	12	3	-3
Cc1c(C(=O)N2CCC(C)CC2)cccc1[N+](=O)[O-]	7	0.7	15	8	-11	-1	6	-28	-4
CCOC(=O)C1CCCN(C(=O)COc2ccccc2F)C1 (configuration not stated)	4	-3.0	-2	-2	3	-1	4	8	-2
CC(C)c1ccc(/C=C/C(=O)N2CCc3ccccc3C2)cc1	16	2.3	17	-5	9	0	23	-19	-1
O=C(OCn1nnc2ccccc2c1=O)c1ccc(N2CCOCC2)c([N+](=O)[O-])c1	3	-1.7	25	5	7	0	1	-9	-2
S=C1NC2(CCCCC2)N=C1c1ccccc1	-15	1.3	36	1	-27	0	-16	-29	-2
SMILES	EBI2 antag	CHOP UPR activ	tim23-1 inh	CXCR6 inh	APJ antag	XBP1 UPR activ	CCR6 antagonist	Mdm2 MdmX PPI	APJ ag
O=C(Cn1cnc([N+](=O)[O-])n1)N/N=C/c1cccc2ccccc12	-20	-1.1	-23	-17	-22	-1	-10	5	1
CCC/C(=C1/c2ccccc2C(=O)N1c1ccccc1)c1ccc2[nH]ccc2c1	-4	2.0	6	17	10	5	10	59*	-3
CCOC(=O)c1nn(-c2ccccc2)cc1O	-2	-0.8	-4	2	4	4	17	10	-2
Cc1csc(=O)n1CC(=O)OCC(=O)Nc1cc([N+](=O)[O-])ccc1Cl	3	0.9	-12	-1	5	2	7	15	5
Cc1ccc(S(=O)(=O)N2CCOCC2)cc1NC(=O)COC(=O)C1=COCCO1	-9	0.1	-3	-4	23	-2	0	14	-4
COc1ccc(OCCOc2ccccc2[N+](=O)[O-])cc1	3	4.9	7	-3	6	2	7	-45	0
CC(NC(=O)C1CCCN(S(=O)(=O)c2cnc[nH]2)C1)c1ccccc1 (configuration not stated)	-12	1.0	5	3	-7	-1	1	33	0
COc1ccc(-c2nc3ncccn3c2Br)cc1	-20	5.6	10	4	6	6	0	-32	-4
OCCC1CN(Cc2ccc3c(c2)CCO3)CCN1C1CCCC1 (configuration not stated)	1	2.1	-1	-6	15	-3	0	-3	-2
O=C(C1CC1)N1CCC(c2nc(-c3ccc(S(=O)(=O)N4CCCC4)cc3)no2)CC1	-2	-1.1	1	8	-2	-5	-4	18	1
COCCOCC(O)CN1CCN(c2ccccc2)CC1 (configuration not stated)	-1	-1.4	6	5	8	-2	-6	3	-4
Cc1ccc(N(C(=O)CS(=O)CC(=O)Nc2ccc(F)cc2)C(C(=O)NC2CCCCC2)c2ccco2)cc1 (configuration not stated)	10	-0.5	-17	5	1	-2	6	14	0
COc1cccc(CNC(=O)C2CCN(S(=O)(=O)N3CCCCC3)CC2)c1	3	-0.4	10	-2	5	0	2	-12	-3
CC(C)(C)NC(=O)NC(=O)CN1CCN(c2ccc(O)cc2)CC1	-4	-0.9	10	-6	-33	-1	-12	-14	3
Cc1ccc2oc(C(=O)N3CCN(Cc4ncccc4C)CC3)c(C)c2c1	33	0.6	40	-4	11	1	12	7	-4
CC(=O)c1sc(NC(=O)c2cnc(Cl)c(Cl)c2)nc1C	-15	4.4	7	4	-9	-5	7	-47	-2
Cc1ccc2[nH]c(=O)c(CN(CC3CCCO3)C(=S)NCc3ccco3)cc2c1 (configuration not stated)	7	2.0	20	-3	-4	-1	17	1	4
Cc1cc2c(c(=O)n1Cc1cccnc1)C(c1ccc(F)cc1)C(C#N)=C(N)O2 (configuration not stated)	-2	-0.7	-11	3	-3	-1	-12	-2	0
CCOC(=O)c1ccc(Oc2nc(NC)nc(OC)n2)cc1	-4	-0.1	2	-3	4	2	0	15	-4
Cc1ccc(C(=O)OCC(=O)c2cc(C)n(CC3CCCO3)c2C)cc1 (configuration not stated)	5	3.8	27	-3	11	-2	10	10	3
O=C(NCCc1ccccc1Cl)C1CCN(S(=O)(=O)c2cccs2)CC1	-2	0.2	21	-3	-12	1	14	-36	2
NC(=O)c1cnn2c1NC(c1ccc(F)cc1)CC2C(F)(F)F (configuration not stated)	-18	-0.7	2	-6	10	0	5	22	-1
CCOC(=O)c1c(C)c2c(n1C)CCC/C2=N\O	-6	3.3	2	4	4	0	2	8	-1
O=C(NCc1ccc2c(c1)OCO2)C(=O)NCC1OCCN1S(=O)(=O)c1ccc(Br)cc1 (configuration not stated)	3	7.0	16	-1	-14	-8	3	-12	4
CCN(c1ccccc1)S(=O)(=O)c1cc(C(=O)Nc2ccccc2Cl)ccc1F	5	-2.0	1	2	-11	-3	19	26	-2
SMILES	EBI2 antag	CHOP UPR activ	tim23-1 inh	CXCR6 inh	APJ antag	XBP1 UPR activ	CCR6 antagonist	Mdm2 MdmX PPI	APJ ag
COc1ccc(-c2ccc(-c3nnc(Cc4ccc(OC)c(OC)c4)o3)cc2)cc1	15	0.1	7	3	-11	-1	6	-2	-1
COc1ccccc1Nc1nc(N)nc(CSCCO)n1	-12	-0.2	7	-6	9	4	1	-22	9
O=C(COc1cccc2cccnc12)Nc1nccs1	3	0.6	16	9	17	3	2	-65	-5
O=C(COc1ccccc1)NNC1=NS(=O)(=O)c2ccccc21	-15	0.0	3	-1	-34	4	3	2	-2
CCOC(=O)c1ccc(NC=C2C(=O)OC3(CCCCC3)OC2=O)cc1	-1	-0.2	2	0	19	-1	8	4	-4
COc1cc(/C=N/S(=O)(=O)c2ccccc2)cc(OC)c1O	-11	2.7	-5	-6	-46	1	-1	0	-2
COc1cc(/C=N/NC(=O)c2cn(-c3cccc(C)n3)cn2)ccc1O	1	-0.3	5	3	-21	-2	6	-33	1
O=C(N=C1SC2CS(=O)(=O)CC2N1Cc1ccc(Cl)cc1)C1CC1 (configuration not stated)	-12	2.5	8	5	11	-2	17	13	4
CCC1SC(N)=NC1=O (configuration not stated)	-2	-0.6	-11	-6	-11	-4	-19	16	-2
COc1ccc(CCNC(=O)c2nnc(CS(=O)(=O)c3ccccc3)o2)cc1OC	1	0.8	6	-9	9	1	-9	7	6
O=C(CCS(=O)(=O)Cc1ccc(Cl)cc1)NCCCN1CCN(c2ccccc2F)CC1	4	2.8	-25	0	0	2	-3	9	-2
CCCNC(=O)CN1C(=O)NC(Cc2c[nH]c3ccccc23)C1=O (configuration not stated)	-8	-0.7	15	-6	-9	-2	-2	-34	-2
CC(Sc1ncnc2sc(-c3ccccc3)cc12)C(=O)N1CCNC1=O (configuration not stated)	16	-1.2	13	5	-2	0	9	24	-1
Cc1ccc(S(=O)(=O)Nc2ccccc2CNc2ccc(Br)cn2)cc1	8	1.8	30	-3	-11	-2	11	27	0
Cc1cccc(C)c1OCC(=O)NC1CC1	-12	1.7	-5	0	16	-3	-8	5	-6
CC(C)N(Cc1cn[nH]c1-c1ccc(-c2ccccc2)cc1)Cc1nccn1C	11	2.1	10	2	4	-2	7	33	-1
C/C(=N\NC(=O)C(N)=O)c1ccc(NC(=O)c2cccs2)cc1	-5	4.2	-3	-2	14	2	9	5	-2
CCS(=O)(=O)N1Cc2ccccc2CC1C(=O)Nc1nc2c(C)cccc2s1 (configuration not stated)	8	2.1	35	3	8	1	7	18	-1
O=C1CC(c2ccccc2)CC(=O)C1Sc1ccc(Cl)cc1 (configuration not stated)	5	1.1	34	1	-1	-3	-13	7	-6

Only part of the results is shown. The share of hits here may be higher or lower than overall.
